USP2a block = USP2a (human) protease inhibition; O75604; USP2 core, Ub-CHOP2 coupled fluorogenic reporter, 485/531; Potency, µM (titrated, usually from 38.3 µM), without a hit: top-dose activity change, negative = inhibition, actives largely listed as inhibitors; 330,000 tested, 0.01% active; AID 463254;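 further: potency means the concentration at half of the fitted maximal effect; plate controls were DMSO wells for no effect and full inhibition by NEM control for full effect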
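Deubiquitinase activity read as fluorescence (485/531 nm) after Ub-CHOP2 cleavage activates the enterokinase reporter on its substrate; USP2 core 10nM, Ub-CHOP2 and substrate 25nM each, 30min compound preincubation then 60min RT; data normalized to NEM, curves fitted.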
uPA generation = blocks generation of uPA at the cell surface | cell surface uPA generation assay, qHTS | Potency, µM (top dose mostly 38.3 µM), for inactives: at the highest dose activity change, negative = inhibition, usual class: inhibitors | 330,000 tested, 0.31% active | AID 540303; active means well fitted inhibition curve with a large enough effect; inconclusive means small, poorly fitted or top-dose-only effect; inactive means no such curve, though single readings can be large or run the other way; tested in mouse RAW 264.7 cells; further: potency means the concentration at half of the fitted maximal effect; on the % scale 0 is the no-effect control and ±100 the full control effect; nearly all actives have a fitted effect of over 55% in size
Tb PFK inh = inhibitors of T. brucei phosphofructokinase; Potency, µM (doses to about 57.5 µM), without a hit: at the highest dose activity, negative = inhibition, most hits filed as inhibitors; 330,000 tested, 0.17% active; O15648; AID 485367; T. brucei PFK, ADP-Glo luminescence;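 further: potency means the concentration at half of the fitted maximal effect; 0% = uninhibited 1x PFK enzyme wells and -100% = no-enzyme wells; nearly all actives have a fitted effect of over 60% in size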
Target sequence (O15648 whole entry, looked up): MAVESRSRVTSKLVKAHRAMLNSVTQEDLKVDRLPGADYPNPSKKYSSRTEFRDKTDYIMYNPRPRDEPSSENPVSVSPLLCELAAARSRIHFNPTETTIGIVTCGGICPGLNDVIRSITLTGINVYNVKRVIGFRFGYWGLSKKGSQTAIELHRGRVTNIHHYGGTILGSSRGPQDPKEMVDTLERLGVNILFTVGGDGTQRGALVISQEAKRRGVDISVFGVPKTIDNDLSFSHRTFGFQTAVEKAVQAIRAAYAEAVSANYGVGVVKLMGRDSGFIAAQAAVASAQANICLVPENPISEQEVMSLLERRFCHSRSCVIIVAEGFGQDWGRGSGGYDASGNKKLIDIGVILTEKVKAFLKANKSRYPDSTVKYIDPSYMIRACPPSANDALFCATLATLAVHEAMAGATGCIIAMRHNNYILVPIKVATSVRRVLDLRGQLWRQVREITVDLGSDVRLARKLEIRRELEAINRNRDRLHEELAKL
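Activity is normalized to no-enzyme wells (full inhibition) and 1.25 nM enzyme wells (no inhibition). Reaction: 0.5 mM F6P, 0.1 mM ATP, 45 min RT, ADP-Glo luminescence; concentration-response curves fitted and classed by quality.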
Chronic BCR inh = inhibitors of chronic active B-cell receptor signaling; Potency, µM (highest dose often 46.1 µM), inactives show top-dose ratio change, negative = lower green/red ratio, most hits filed as inhibitors; ABC-DLBCL IkBa-CBG/CBR reporter, luminescence ratio, 4 h; 340,000 tested, 0.05% active; AID 493014; active means well fitted inhibition curve with a large enough effect in the signal ratio, with a control signal flat, not every such curve was filed as active; inconclusive means small, poorly fitted or top-dose-only effect, or effect the other way, or a change in a side signal; the % refers to the signal ratio;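 further: potency means the concentration at half of the fitted maximal effect; plate controls were basal doxycycline-induced cells for no effect and cells given 10 µM MG132 for full effect; MG132 reads +100%, hits lower the ratio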
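Doxycycline induced both beetle luciferases in TMD8 lymphoma cells; IKK-driven degradation limits the IkappaBalpha-fused green signal, while red luminescence normalises for cell number and nonspecific effects. Compounds tested up to 46 uM, 4 hrs.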
TCR activator = activates T cell receptor signaling. primary human leukocytes, anti-CD3, IL-2 HTRF, 48 h. Potency, µM (doses to about 9.22 µM), for the others: at the highest dose activation of IL-2 secretion, most hits filed as activators. 330,000 tested, under 10 active; further: % of control where 0% means no effect
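Human primary leukocytes + a-CD3 beads + cpd, 48 hr; IL-2 in supernatant by HTRF (ex 320nm / em 665nm). No co-stimulatory signal supplied.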
ELG1 repair inh = blocks ELG1-dependent DNA repair in HEK293T cells; Potency, µM (titrated, usually from 46.1 µM), for the others: at the highest dose activity change, negative = inhibition, usual class: inhibitors; HEK293T ELG1-luciferase reporter, luminescence, 16 h; DNA damage induced by 5-fluorouridine; 330,000 tested, 2.3% active; AID 504467; further: potency means the concentration at half of the fitted maximal effect; on the % scale 0 is the no-effect control and ±100 the full control effect; nearly all actives have a fitted effect of over 55% in size
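Step one: seed 2,000 cells per well. Step two: pin-transfer compound or DMSO alongside 5-fluorouridine. Step three: incubate 16 hr, 37 °C, 5% CO2. Step four: add ONE-Glo, wait 30 min, read luminescence.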
B2AR arrestin = agonists driving beta-arrestin recruitment to human beta2-adrenergic receptor; AID 492947; 330,000 tested, 0.02% active; Potency, µM (series often up to 46.1 µM), for inactives: at the top dose activation, hits mostly activators; beta-arrestin recruitment to beta2AR, cell-based reporter; P07550;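 further: potency means the concentration at half of the fitted maximal effect; 0% = DMSO controls and full agonism = EC100 isoproterenol or metaproterenol; nearly all actives have a fitted effect of over 65% in size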
TSHR antagonist = blocks TSH signaling through the human TSH receptor. TSHR-expressing cells, TSH-stimulated cAMP HTRF, 2 h; hits give low values. activity change, negative = inhibition, % at 11.5 µM. 330,000 tested, 0.2% active;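 active means activity change below a set negative limit, meaning inhibition stronger than a set level, cut at about -70% in these data; inconclusive means activity change between two set negative limits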; further: on the % scale 0 is the no-effect control and ±100 the full control effect
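Competitive HTRF cAMP read-out (cryptate anti-cAMP antibody, cAMP-d2; 30 min, room temperature) in freshly harvested TSHR cells. Compounds added before TSH at EC80 (4nM final), followed by 2 hours' incubation at 37 deg C.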
PTAP TSG101 blk = blocks PTAP/TSG101 interaction to inhibit HIV-1 budding; Fluorescence polarization, FITC-PTAP peptide / Tsg101 binding; Potency, µM (top dose mostly 115 µM), inactives show top-dose activity change, negative = inhibition, actives largely listed as inhibitors; 340,000 tested, under 10 active; active means well fitted inhibition curve with a large enough effect in the main read-out, with a control signal flat, not every such curve was filed as active; inconclusive means small, poorly fitted or top-dose-only effect, or effect the other way, or a change in a side signal; inactive means no such curve, though single readings can be large or run the other way; further: potency means the concentration at half of the fitted maximal effect; % of control where 0% means no effect
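Compounds were pin-transferred onto Tsg101 binding domain (10 uM final) in HEPES pH 7.5 buffer, then FITC-PTAP peptide was added at 50 nM final. After 20 min at RT, polarization reported peptide displacement across a qHTS concentration series.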
Mito fusion yeast = mitochondrial division inhibition or fusion activation; S. cerevisiae fusion-defective mutant growth rescue, CellTiterGlo 48 h; Potency, µM (series often up to 46.1 µM), inactives show at the highest dose growth rescue (activation), actives largely listed as activators; 320,000 tested, 0.23% active; AID 485298;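 further: potency means the concentration at half of the fitted maximal effect; % of control where 0% means no effect; nearly all actives have a fitted effect of over 45% in size; temperature-sensitive fusion mutants such as fzo1-1 at 37 °C on non-fermentable ethanol glycerol medium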
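Growth-rescue viability read-out: after 48 h at the non-permissive 37C in glycerol/ethanol YPEG, yeast mitochondrial fusion mutants are measured by CellTiterGlo luminescence; compounds (23 nl pinned per well) restoring growth score as division inhibitors or fusion activators.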
Eya2 phos inh = inhibitors of human Eya2 phosphatase activity | recombinant Eya2, OMFP fluorescence dephosphorylation (OMFP is methylfluorescein phosphate) | Potency, µM (series often up to 76.9 µM), for inactives: at the highest dose activity, negative = inhibition, usual class: inhibitors | 330,000 tested, 0.006% active; further: potency means the concentration at half of the fitted maximal effect; on the % scale 0 is the no-effect control and ±100 the full control effect
Target sequence (O00167 whole entry, looked up): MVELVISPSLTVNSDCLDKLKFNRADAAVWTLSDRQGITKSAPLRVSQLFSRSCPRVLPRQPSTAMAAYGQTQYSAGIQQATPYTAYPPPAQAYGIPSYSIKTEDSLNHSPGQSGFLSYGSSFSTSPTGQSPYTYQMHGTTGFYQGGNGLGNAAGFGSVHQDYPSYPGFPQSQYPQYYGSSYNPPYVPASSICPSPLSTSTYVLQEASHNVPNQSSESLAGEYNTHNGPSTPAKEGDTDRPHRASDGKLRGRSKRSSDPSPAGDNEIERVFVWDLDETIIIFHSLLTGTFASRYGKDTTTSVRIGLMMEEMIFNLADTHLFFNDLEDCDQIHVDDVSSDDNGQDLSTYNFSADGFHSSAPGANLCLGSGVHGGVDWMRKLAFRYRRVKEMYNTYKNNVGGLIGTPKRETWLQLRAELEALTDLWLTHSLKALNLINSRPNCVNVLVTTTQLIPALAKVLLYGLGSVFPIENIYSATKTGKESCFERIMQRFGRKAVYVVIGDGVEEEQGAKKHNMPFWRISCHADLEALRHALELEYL
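Eya2 (0.2 uM) preincubated 10 min at ambient with compound, then OMFP substrate added at 50 uM; 10 min reaction in 50 mM HEPES pH 7.5, 50 mM NaCl, 5 uM MgCl2, 0.05% BSA, 1 mM DTT. Fluorescence read at Ex 485/Em 525 nm.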
The depositor's hits bear a star; ? = inconclusive; . = no result given; [ ] = remark or other dose. Unless noted, the call rests on the fitted dose curve; in most records, active means well fitted curve in the direction sought with a large enough effect; inconclusive means small, poorly fitted or top-dose-only effect, or another doubt; inactive means no such curve, though single readings can be large; an effect the other way counts as inactive or inconclusive.

cpd	Compound	Tb PFK inh	USP2a block	TCR activator	TSHR antagonist	ELG1 repair inh	uPA generation	B2AR arrestin	Mito fusion yeast	Eya2 phos inh	PTAP TSG101 blk	Chronic BCR inh
1	C(=N\N1CCN(c2ccccn2)CC1)/c1ccccn1	-2.8%	-1.4%	-0.6%	-2.6	?	-3.1%	-0.1%	4.1%	-6.9%	-1.0%	?
2	CCCSc1nc(C)cc(C)c1S(=O)(=O)c1ccccc1C	2.7%	0.9%	0.7%	-23.5	-26.1%	2.7%	-0.3%	-1.0%	5.1%	-3.7%	10.5%
3	CC1CC(C)CN(S(=O)(=O)c2ccc(NC(=O)C3COc4ccccc4O3)cc2)C1 (stereo unspecified)	-2.6%	-10.9%	-4.4%[46.1 µM]	11.7	-15.2%	-25.8%	-0.1%	17.9%	-8.8%	-1.0%	13.8%
4	O=C(CN1CCN(Cc2ccccc2Cl)CC1)N/N=C/C=C/c1ccccc1[N+](=O)[O-]	10.4%	2.7%	1.5%[46.1 µM]	-2.4	-14.3%	4.2%	0.4%	-7.5%	-12.7%	-7.6%	?
5	CCOC(=O)C1CCN(c2ncnc3c2cnn3-c2ccccc2)CC1	1.1%	0.1%	.	-12.3	10.4%	-0.4%	-0.1%	2.7%	1.7%	.	?
6	CCC(C)[C@H](NC(=O)Nc1ccc(C(C)=O)cc1)C(=O)OC (stereo partly specified)	?	2.8%	3.8%	3.3	5.5%	2.1%	-0.4%	-2.3%	3.1%	0.2%	0.5%
7	COc1cccc(C2=NOC(C(=O)Nc3ccccc3SC)C2)c1 (stereo unspecified)	0.2%	-0.3%	.	-9.0	-5.7%	1.7%	0.0%	13.1%	-12.0%	-3.6%	?
8	CC1CCc2c(nc3sc4c(c3c2N)CCCC4)C1 (stereo unspecified)	4.3%	2.4%	0.4%[46.1 µM]	3.4	?	-3.4%	0.2%	-3.1%	-2.7%	-1.6%	9.1%
9	CC1=NN(C(=O)c2ccc(Cn3cc(Br)c([N+](=O)[O-])n3)o2)C(O)(C(F)(F)F)C1 (stereo unspecified)	-6.0%	2.2%	-3.0%[46.1 µM]	-6.2	-1.7%	0.7%	-0.3%	-31.4%[inhibitor]	-0.6%	-7.1%	?
10	Cc1c(-c2ccc(Cl)cc2)[n+](=O)c2c(n1[O-])CCCC2	2.5%	4.4%	-0.7%	-6.4	0.7%	-0.6%	-0.1%	0.3%	?	-2.9%	?
11	COc1ccccc1CNC(=O)COC(=O)c1ccccc1SCC(=O)N1CCCC1	-7.2%	-0.8%	8.7%	2.3	-13.9%	-6.0%	-0.3%	1.0%	3.3%	1.6%	?
12	CCOc1ccc(-c2c(=O)n(OCc3ccc([N+](=O)[O-])cc3)c3ccccc3[n+]2[O-])cc1	0.3%	-0.2%	-0.5%[46.1 µM]	25.5	11.1%	.	-0.3%	3.0%	-0.1%	.	?
13	Cc1ccc(NC(=O)C(C)N2CCc3ccccc3C2)cc1 (stereo unspecified)	2.8%	2.3%	4.5%	-4.6	9.9%	-3.1%	-0.2%	3.5%	-2.0%	-9.3%	?
14	Cc1noc(C)c1CSCC(=O)N(CCC(C)C)c1c(N)n(Cc2ccccc2)c(=O)[nH]c1=O	1.7%	0.7%	6.3%	-11.1	3.5%	0.5%	-0.5%	-1.4%	-8.2%	.	1.4%
15	O=C1N[C@@H](Cc2ccccc2)COC(=O)[C@@H](Cc2ccc(F)cc2)CC/C=C/C[C@@H]1CC(=O)N(CCO)Cc1ccccc1	0.9%	-12.6%	-3.1%	-18.6	?	?	-0.1%	.	-11.9%	-11.3%	2.1%
16	O=[N+]([O-])c1cc(-c2cnc3ccccc3n2)ccc1Oc1ccc(Br)cc1	0.4%	1.8%	-2.3%	-28.4	?	-2.1%	0.0%	10.2%	?	-3.3%	-3.2%
17	Cc1nc2ccccc2c(=O)n1/N=C/c1ccc(N(C)C)cc1	-3.4%	0.2%	1.6%	-2.6	18.9%	-7.1%	-0.1%	0.4%	-3.4%	1.3%	-9.2%
18	COc1ccccc1C(=O)NC(=O)COC(=O)CN1C(=O)NC(C)(C)C1=O	6.2%	0.1%	-1.7%	18.3	9.1%	4.5%	-0.5%	-4.6%	0.2%	0.2%	-1.0%
19	Cc1nc2nc(SCc3ccccc3)[nH]n2c(=O)c1C	15.3%	-1.1%	-12.1%	-4.8	-0.1%	-7.1%	3.3%	-7.5%	-1.0%	-8.8%	?
20	CC1=C(C)CC(C(=O)Nc2ccc(C(N)=O)cc2)C(C(=O)O)C1 (stereo unspecified)	2.0%	5.6%	.	-10.2	0.0%	1.1%	7.4%	-5.1%	17.9%	-5.5%	-2.3%

cpd	Compound	Tb PFK inh	USP2a block	TCR activator	TSHR antagonist	ELG1 repair inh	uPA generation	B2AR arrestin	Mito fusion yeast	Eya2 phos inh	PTAP TSG101 blk	Chronic BCR inh
21	CC(=O)c1ccc(C(=O)N2CCCC(Nc3ccc(C(C)C)cc3)C2)s1 (stereo unspecified)	2.9%	1.4%	5.8%	-6.7	-0.1%	1.5%	0.4%	-0.5%	3.4%	1.8%	6.8%
22	COc1cccc(C2=NOC(C(=O)N3CCN(C(=O)c4ccco4)CC3)C2)c1 (stereo unspecified)	-3.8%	0.1%	-0.3%[46.1 µM]	-6.2	-21.6%	-5.3%	-0.1%	-2.0%	-2.4%	0.5%	6.5%
23	Cc1cc(OC(=O)c2ccccc2C)c([N+](=O)[O-])c(=O)[nH]1	7.7%	2.5%	-5.8%	0.0	-0.1%	4.0%	0.2%	2.3%	1.4%	-6.9%	2.7%
24	C=CCOC(=O)C1=C[C@@H](c2cn(C(C)=O)c3ccccc23)C[C@@H](OCCCCO)O1	-3.3%	-0.9%	-3.9%	6.3	10.3%	1.4%	-0.1%	-1.3%	-0.2%	-5.2%	-11.6%
25	CC(C)Cn1c(-c2ccccc2)nc2ccccc2c1=O	0.5%	0.6%	-4.4%	10.8	-14.6%	2.4%	-0.1%	-0.2%	-8.0%	-1.9%	21.5%
26	COC(=O)C(CCSC)NC(=O)c1cc2c(n(-c3ccccc3)c1=O)CCCC2=O (stereo unspecified)	-0.5%	-0.6%	2.2%	-3.6	-1.6%	-4.3%	0.2%	15.0%	-11.4%	0.4%	?
27	O=Cc1ccc(OCCN2CCCC2=O)cc1	2.0%	0.2%	.	2.3	4.8%	3.5%	5.1%	-1.0%	3.1%	0.4%	2.0%
28	CCC(NC(=O)c1ccccc1NC(=O)c1ccco1)C(=O)NC1CCCCC1 (stereo unspecified)	7.4%	3.8%	-1.2%	5.8	1.4%	0.9%	0.2%	-5.9%	2.9%	-6.4%	8.9%
29	O=C(Nc1cccc(NC(=O)c2cccnc2)c1)c1cccnc1	-4.9%	2.8%	5.7%	-9.8	-18.3%	-1.4%	-0.6%	-1.9%	-0.8%	-4.9%	?
30	CCOC(=O)C1=C(C)NC(C)=C(C(=O)OCC)C1C(=O)OCC(=O)N1CC(C)OC(C)C1 (stereo unspecified)	3.5%	2.2%	3.6%	15.7	8.7%	10.1%	-0.2%	-0.9%	3.4%	2.9%	?
31	Cc1nc2ccc(Cl)cc2c(-c2ccccc2)c1C(=O)N(C)C	-0.1%	-0.4%	-4.8%	-2.2	-10.9%	-6.4%	-0.9%	-4.2%	6.7%	0.0%	-0.8%
32	O=[N+]([O-])c1cc(Cl)c(Cl)c(Cl)c1Cl	-0.4%	-0.3%	7.6%	-11.9	18.4%	1.0%	-0.9%	-9.6%	8.6%	-1.6%	-0.8%
33	Cc1ccc(NC(=O)N2CCCC2)cc1Cl	2.7%	-0.9%	0.5%	41.1	?	-3.9%	0.1%	4.1%	-7.9%	-12.2%	-2.4%
34	Cc1cccc(NNC(=O)C2CCC2)c1	1.7%	1.0%	-2.7%	0.4	?	-25.4%	-1.1%	-3.3%	-0.7%	-1.1%	4.4%

Assay outcomes as filed in PubChem.
